# Screening results as filed in PubChem BioAssay.
# ALOX12 inh: Primary qHTS assay for inhibitors of human arachidonate 12S-lipoxygenase (ALOX12): Round 2 | Potency, µM (top dose mostly 108 µM), inactives show at the highest dose activity change, negative = inhibition, hits mostly inhibitors | 1.1% of 580,000 active | Polyunsaturated fatty acid lipoxygenase ALOX12 (Homo sapiens), P18054 | AID 1671190, 2021 | purified 12hLO, xylenol orange hydroperoxide absorbance; also: potency is read from the fitted curve at half-maximal effect; % is scaled to controls: 0 for no effect and ±100 for the full control effect
#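 Purified human 12hLO (150 nM final) in 25 mM Hepes, 0.01% Triton X-100, pH 7.0 was preincubated 15 min at room temperature with compound. Then 40 uM arachidonic acid was added, 30 min. Hydroperoxide was read by Fe-XO absorbance ratio 573/405 nm.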
# PI4K2A block: qHTS for small molecular inhibitors of PI4K2A; Phosphatidylinositol 4-kinase type 2-alpha (Homo sapiens), Q9BTU6; purified PI4K2A, ADP-Glo luminescence, 1 h; stronger effect = lower value; activity change, negative = inhibition, % at 76.9 µM; 0.13% of 420,000 active; in the data active = activity change below about -50%; inconclusive = mostly about -30% to -49%;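 also: -100% = wells without enzyme as full effect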
# Target sequence (Q9BTU6 whole entry, looked up): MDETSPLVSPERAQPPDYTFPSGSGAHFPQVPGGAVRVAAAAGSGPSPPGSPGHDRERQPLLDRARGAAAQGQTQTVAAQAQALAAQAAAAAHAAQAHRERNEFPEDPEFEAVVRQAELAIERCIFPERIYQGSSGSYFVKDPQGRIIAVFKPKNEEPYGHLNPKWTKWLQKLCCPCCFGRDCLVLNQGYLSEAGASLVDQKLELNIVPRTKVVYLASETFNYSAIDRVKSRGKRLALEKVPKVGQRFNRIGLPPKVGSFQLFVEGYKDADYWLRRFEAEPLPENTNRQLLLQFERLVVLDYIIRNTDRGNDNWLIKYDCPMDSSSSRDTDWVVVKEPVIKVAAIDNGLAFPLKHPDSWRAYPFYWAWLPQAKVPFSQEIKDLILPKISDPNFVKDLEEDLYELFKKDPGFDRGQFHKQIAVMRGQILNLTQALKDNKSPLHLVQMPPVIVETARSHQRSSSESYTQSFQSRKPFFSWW
#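 PI4K2A activity was measured by ADP-Glo luminescence: enzyme (4 ug/mL stock) and phosphatidylinositol (1.2 mM stock) in Tris pH 7.5/MgCl2/EGTA/Triton X-100 buffer were reacted with ATP (300 microM stock) for one hour at ambient temperature.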
# GLS inhibitor: qHTS for Inhibitors of Glutaminase (GLS) | Glutaminase kidney isoform, mitochondrial (Homo sapiens), O94925 | AID 624170, 2012 | GLS enzymatic activity, qHTS titration | Potency, µM (series often up to 45.5 µM), for inactives: at the highest dose activity change, negative = inhibition, actives largely listed as inhibitors | 0.21% of 410,000 active; also: potency is read from the fitted curve at half-maximal effect; % is scaled to controls: 0 for no effect and ±100 for the full control effect
#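 Glutamate formation by hKGA was monitored fluorometrically using coupled glutamate oxidase, HRP and Amplex Red. Substrate was added as 1 mM L-glutamine solution; incubation was 30 min at RT after an initial read.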
# JMJD2A Tudor: qHTS Assay for Inhibitors of JMJD2A-Tudor Domain | Lysine-specific demethylase 4A (Homo sapiens), O75164 | AlphaScreen JMJD2A-Tudor / H3K4me3 peptide binding | Potency, µM (doses to about 114 µM), for inactives: top-dose activity change, negative = inhibition, hits mostly inhibitors | 4.4% of 390,000 active | AID 504339, 2011; also: potency is read from the fitted curve at half-maximal effect; % is scaled to controls: 0 for no effect and ±100 for the full control effect; nearly all actives have a fitted effect of over 50% in size
# ERG Ets-DNA blk: qHTS for Small Molecule Inhibitors of the ERG Ets/DNA interaction; Transcriptional regulator ERG (Homo sapiens), P11308; Potency, µM (titrated, usually from 76.9 µM), for the others: top-dose FP activity, negative = inhibition, usual class: inhibitors; fluorescence polarization, His-ERG Ets domain / labelled DNA; 0.028% of 370,000 active; active = well fitted inhibition curve with a large enough effect in the polarisation, with a control signal flat; inconclusive = small, poorly fitted or top-dose-only effect, or effect the other way, or a change in a side signal; inactive = no such curve, though single readings can be large or run the other way; the % refers to the polarisation;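 also: polarization taken with two DNA probes labelled with fluorescein and Texas red; potency is read from the fitted curve at half-maximal effect; % of control where 0% means no effect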
# Target sequence (P11308 whole entry, looked up, the tested form may be a part): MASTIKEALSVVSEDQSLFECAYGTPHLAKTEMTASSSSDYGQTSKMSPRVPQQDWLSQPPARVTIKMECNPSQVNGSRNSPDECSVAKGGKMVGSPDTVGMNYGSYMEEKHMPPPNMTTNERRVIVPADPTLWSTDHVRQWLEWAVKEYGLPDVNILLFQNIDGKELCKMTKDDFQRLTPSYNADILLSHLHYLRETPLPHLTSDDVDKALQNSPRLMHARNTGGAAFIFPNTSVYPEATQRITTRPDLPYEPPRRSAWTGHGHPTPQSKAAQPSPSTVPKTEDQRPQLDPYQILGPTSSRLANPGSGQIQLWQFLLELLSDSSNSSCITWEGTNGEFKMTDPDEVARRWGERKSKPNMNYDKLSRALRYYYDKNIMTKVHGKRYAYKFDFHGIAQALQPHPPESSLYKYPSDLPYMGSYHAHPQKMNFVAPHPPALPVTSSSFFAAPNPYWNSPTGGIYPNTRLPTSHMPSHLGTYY
#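 His-tagged ERG Ets domain (1 uM in the protein solution; 300mM KCl, 50mM Tris-HCl, 1mM EDTA, 1mM DTT, pH 7.5) received compound, then a probe mix of 5 nM fluorescein-DNA and 100nM Texas-615-DNA. Fluorescence polarization was read for both dyes.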
# HP1b binding inh: HTS for Inhibitors of HP1-beta Chromodomain Interactions with Methylated Histone Tails; Chromobox protein homolog 1 (Homo sapiens), P83916; Potency, µM (doses to about 114 µM), inactives show at the highest dose activity change, negative = inhibition, hits mostly inhibitors; AID 540317, 2011; 0.56% of 390,000 active; AlphaScreen HP1-beta / biotin-H3K9me3 peptide binding; also: potency is read from the fitted curve at half-maximal effect; nearly all actives have a fitted effect of over 70% in size; inactives centre near 23
#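 Compound inhibition of the preformed complex between 50 nM HP1-beta and 50 nM biotinylated H3K9me3 peptide was read by AlphaScreen. Buffer was PBS pH 7.4 with 0.01% Tween-20. Incubations ran 30 min at room temperature, with 10 ug/mL donor/acceptor beads.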
# RGS4 inhibitor: Inhibitors of Regulator of G Protein Signaling (RGS) 4: qHTS; Regulator of G-protein signaling 4 (Homo sapiens), P49798; Transcreener GDP fluorescence polarization, RGS4-accelerated GTP hydrolysis; Potency, µM (titrated, usually from 114 µM), inactives show top-dose activity change, negative = inhibition, usual class: inhibitors; 0.039% of 390,000 active; AID 504845, 2011; also: potency is read from the fitted curve at half-maximal effect; % is scaled to controls: 0 for no effect and ±100 for the full control effect; nearly all actives have a fitted effect of over 75% in size; some results filed as inactive show a strong effect at the top dose
#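 MLSMR compounds (23 nl, pin-transferred) preincubated 10 min at room temperature with a 500nM (2x) first reagent, then RGS4 at 900nM (2x) plus Transcreener GDP mix added; fluorescence polarization (620/688 nm) read before and after 90 min at 30 °C.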
# G9a inh: qHTS Assay for Inhibitors of Histone Lysine Methyltransferase G9a; G9a H3K9 monomethylation, AlphaScreen, 2 h; Potency, µM (highest dose often 102 µM), for the others: at the highest dose activity, negative = inhibition, hits mostly inhibitors; 8.8% of 350,000 active; AID 504332, 2011; also: potency is read from the fitted curve at half-maximal effect; % is scaled to controls: 0 for no effect and ±100 for the full control effect; nearly all actives have a fitted effect of over 75% in size
#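 Compounds were preincubated with 20 nM G9a for 15 min, after which biotinylated H3K9 peptide (500 nM) and SAM (20 uM) started a 2 h room-temperature reaction. Monomethylated product was quantified by antibody-based AlphaScreen chemiluminescence.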
# BAZ2B block: qHTS Assay for Inhibitors of BAZ2B; Bromodomain adjacent to zinc finger domain protein 2B (Homo sapiens), Q9UIF8; AlphaScreen BAZ2B-H3K14Ac peptide displacement; Potency, µM (top dose mostly 114 µM), inactives show at the top dose activity change, negative = inhibition, usual class: inhibitors; 4.4% of 360,000 active; AID 504333, 2011; also: potency is read from the fitted curve at half-maximal effect; % is scaled to controls: 0 for no effect and ±100 for the full control effect; nearly all actives have a fitted effect of over 60% in size
#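 Compounds, titrated to a top concentration of 110 uM, were incubated 30 min at room temperature with preformed BAZ2B/acetyl-K14 H3 peptide complex (50 nM each). Proximity signal was measured by AlphaScreen after 20 min with beads.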
# Numbers without * were called inactive; ? = inconclusive; . = not tested or not shown; & = joins results of further samples; [ ] = remark or other dose. Unless noted, calls follow the shape of the dose curve; as a rule, active = well fitted curve in the direction sought with a large enough effect; inconclusive = small, poorly fitted or top-dose-only effect, or another doubt; inactive = no such curve, though single readings can be large; an effect the other way counts as inactive or inconclusive. Not all compounds are listed; rates above refer to the full screens.
ALOX12 inh	PI4K2A block	GLS inhibitor	JMJD2A Tudor	ERG Ets-DNA blk	HP1b binding inh	RGS4 inhibitor	G9a inh	BAZ2B block	SMILES
2.2%	0.7	9.4%	-13.5%	-2.6%	7.2%	?	?	?	Cc1ccc(-c2ccc(/C=N/NC(=O)CN3CCOCC3)o2)cc1[N+](=O)[O-]
-32.0%&-24.1%	-3.6&0.6	-0.3%&-19.9%	-9.1%&-6.1%	-3.3%&-0.3%	30.0%&37.8%	3.7%&4.1%	-1.6%	8.0%&3.3%	O=C(Nc1ccc(F)cc1F)c1cc(-c2ccc3c(c2)OCO3)on1
20.2%	-6.6	9.6%	-11.5%	-0.1%	35.2%	-11.8%	9.2%	8.2%	CCc1cc(C(=O)NNC(=S)NCC2CCCO2)cs1 (stereo not drawn)
4.2%	3.9	-1.7%	4.8%	-4.1%	22.2%	-4.5%	4.8%	3.9%	CC(=O)NC(C(=O)OCC(=O)N(c1ccccc1)c1ccccc1)C(C)C (stereo not drawn)
390.7%[activator][57.4 µM]	-0.9	4.3%	0.0%	-3.2%	37.7%	-41.4%	-2.0%[12.7 µM]	6.3%	Cc1cccc(N(C2C=CS(=O)(=O)C2)S(=O)(=O)c2ccccc2)c1 (stereo not drawn)
4.1%	4.5	3.3%	-23.7%	2.6%	47.8%[activator]	14.9%[11.4 µM]	-5.5%[59 µM]	-20.0%	COc1ccc(CNS(=O)(=O)c2c(C(=O)N3CCCCC3)c(C)n(C)c2C)cc1
?	6.0	10.9%	-24.1%	-24.1%	-16.5%	-24.9%	14.1µM*	?	COc1cc(/C=C(/C#N)C(=O)NC(C)c2ccccc2)cc(OC)c1O (stereo not drawn)
?	2.8	-11.9%	79.4µM*	-4.1%	11.9%	-1.2%	45.8%[activator][59 µM]	-38.7%	O=C(N/N=C/c1ccc(O)cc1O)/C(=C/c1ccccc1)CCO
?	-4.0	-4.5%	9.9%	-5.1%	27.7%	-5.0%	?	13.4%	O=C(COc1ccc(Cl)cc1)N1CCN(C(=O)c2cccc(F)c2)CC1
-23.3%	-0.2	17.5%	-5.9%	10.0%	28.6%	12.8%	49.4%[12.7 µM]	0.2%	CC1=C(C(N)=O)C(c2ccccn2)n2nc(SCc3ccccc3Cl)nc2N1 (stereo not drawn)
7.7%[57.4 µM]	9.7	0.2%	-6.3%	-2.0%	20.8%	-23.8%	62.6%[activator][12.7 µM]	3.8%	O=C(Nc1ccccc1Cl)c1ccccc1Cl
?	5.1	0.0%	-30.1%	-1.9%	-15.3%	10.0%	?	?	CC/C(=N\NC(=S)NC(C)C)c1ccc(OC)c(OC)c1
-1.0%	-1.8	-20.1%	79.4µM*	4.5%	?	?	3.16µM*	-9.2%	CCCOc1ccc(/C=C/C(=O)Nc2sc(C)c(C)c2C(=O)OCC)cc1OC
-12.0%	2.2	-10.1%	-31.5%	9.3%	-7.5%	-45.5%	8.0%	-3.9%[57.1 µM]	CCOC(=O)c1ccc(NS(=O)(=O)c2cn(C)cn2)cc1
-14.8%	-1.0	4.9%	2.6%	0.7%	34.5%	-5.3%	12.8%[59 µM]	-4.5%	O=c1n(Cc2ccc(F)cc2)nc2n1-c1cc(Cl)ccc1OC2
79.7%[activator]	0.2	7.3%	-10.2%	-13.5%	40.4%[activator]	7.5%	16.7%[59 µM]	9.2%	O=C(NCCc1ccc(F)cc1)c1cccs1
-28.1%	-4.1	-1.4%	4.3%	0.0%	36.4%	-24.3%	-6.3%[59 µM]	0.2%	COc1cc(OC)cc(C(=O)N2CCC(c3ccncc3)CC2)c1
?	-10.6	?	?	10.7%	?	-8.8%	-9.0%[2.33 µM]	?	CC/C(C)=N/Nc1nc2c(c(=O)[nH]c(=O)n2C)n1Cc1ccccc1
-15.8%	-4.5	?	?	9.7%	-14.9%[57 µM]	?	-6.2%	3.7%	CCOc1cccc(/C=N/NC(=O)c2ccc3c(c2)OCCO3)c1O
-19.7%	2.8	-6.1%	-9.7%	2.8%	25.5%	-9.6%	23.1%	-10.5%	O=C(c1cc(COc2c(F)cccc2F)on1)N1CCN(C2CCCCC2)C(=O)C1
0.0%	-5.5	7.08µM*	-32.3%	2.6%	20.3%	-26.6%	-29.8%[59 µM]	.	Cc1ccc(-c2n[nH]c3c2C(c2ccccc2Cl)N(c2ccc(C(=O)O)cc2)C3=O)cc1 (stereo not drawn)
-8.9%	-12.5	0.1%	-24.8%	2.2%	-13.8%	-34.0%	12.6µM*	-29.4%	COc1ccc(CNC(=O)Nc2cccs2)cc1OC
0.0%	-4.3	8.4%	-4.4%	-6.2%	29.3%	-9.9%	-6.3%	?	CCN1CCN(C(=O)CCNC(=O)Cn2ccc3ccccc3c2=O)CC1
?	4.7	0.2%	-8.7%	1.9%	28.0%	-0.6%	-3.8%	-16.8%	CCCCc1c(O)nc(SCC(=O)N2CCCCC2)[nH]c1=O
-17.7%	-1.2	-7.4%	4.1%[57.1 µM]	-8.3%	54.1%[activator]	-26.8%	.	8.1%	COCCCNC(=S)NCCNc1nc2c(C)c(C)ccc2cc1C#N

# New compounds follow.
ALOX12 inh	PI4K2A block	GLS inhibitor	JMJD2A Tudor	ERG Ets-DNA blk	HP1b binding inh	RGS4 inhibitor	G9a inh	BAZ2B block	SMILES
-10.1%	-0.6	2.7%	-1.5%	1.9%	26.4%	10.1%	.	.	Cc1ccc(S(=O)(=O)N2CCN(CCO)CC2)cc1-c1nnc2c3ccccc3c(C)nn12
0.0%	-7.1	3.4%	-19.8%	1.7%	14.7%	-18.3%	-0.9%	-4.1%	CNc1nc(-c2ccccc2)nnc1C(F)(F)F
0.0%	6.8	7.0%	-18.8%	-3.5%	21.6%	5.3%	-10.4%	9.2%	CCN(CC)CC(=O)Nc1c(Br)ccc2c1OCO2
-0.3%	1.9	7.1%	-20.7%	-1.0%	-5.0%[57 µM]	15.4%	.	.	CCC1(c2ccccc2)SCC(c2ccccc2)=NC1=O (stereo not drawn)
-5.9%	0.4	4.3%	-10.4%	5.6%	22.9%	16.5%	22.1%	-2.9%	COc1ccccc1CN1CC(=O)N2CSC[C@H]2C1=O
-20.7%	2.4	6.2%	-11.5%	-0.5%	25.0%	-17.4%	2.4%[59 µM]	10.1%	CCCCC1NC(=S)N(C2CCCCC2)C1=O (stereo not drawn)
25.7%	3.0	-1.1%	-12.5%	-3.5%	24.6%	-33.2%	2.7%	-4.9%	O=C(COc1ccc2c3c(c(=O)oc2c1)CCC3)Nc1ccc(CN2CCOCC2)cc1
5.1%	-0.5	-1.4%	-24.0%	-1.6%	34.4%	-27.0%	-1.3%[59 µM]	2.4%	COc1ccc(NC(=O)CSc2ccccc2)cc1S(=O)(=O)N1CCCCC1
-2.2%	-13.7	-1.6%	-8.7%	2.3%	20.9%	15.5%	2.5%	-10.0%	CCC(=O)c1ccccc1OCC(=O)Nc1c(C)cccc1C
0.8%	2.7	2.0%	8.3%	-9.2%	61.5%[activator]	-8.9%[56.9 µM]	-7.0%[59 µM]	-18.1%	Cn1c(=S)n(C)c2ccccc21
-21.1%	-4.2	-0.5%	-12.2%	10.8%	22.0%	4.3%	-10.6%	.	Cc1cc(C)c2nc(N3CCC(C(=O)NCc4ccccn4)CC3)sc2c1
39.8µM*	-6.9	-17.9%	-16.7%	26.6%	21.6%	-36.1%	79.4µM*	-20.3%	CN1N=C2c3ccccc3CCCC2C1c1ccc(F)cc1 (stereo not drawn)
-3.3%	0.2	-6.4%	-1.3%	6.9%	56.8%[activator]	-14.1%	-30.4%[59 µM]	?	COc1ccc(Cl)cc1NC(=O)Cn1c(=O)c(-c2ccccc2NC(C)=O)nc2ccccc21
1.9%	8.7	-10.8%	6.0%	11.2%	29.1%	-7.5%	39.7%	20.1%	Cc1ccccc1C(=O)N1CCC(C(=O)Nc2ccc(C(C)C)cc2)CC1
6.6%	3.1	-4.9%	2.1%	11.1%	53.2%[activator]	-6.8%	1.7%	-13.9%	CNC(=O)c1csc(-c2cccs2)n1
-6.4%	-3.5	12.0%	-6.8%	-0.5%	37.5%	-9.3%	20.7%[0.501 µM]	8.7%	COc1cc(S(=O)(=O)Nc2c(C)nn(C)c2C)ccc1NC(C)=O
.	-28.3	?	56.2µM*	-11.7%	?	-24.1%	1.26µM*	44.7µM*	Oc1ccc(N=Cc2ccc(O)c(O)c2)cc1
0.3%	-7.8	6.1%	-8.5%	5.9%	19.7%	8.0%	-0.1%	-15.4%	COc1ccccc1N(CC(=O)N/N=C/c1ccc(C(=O)O)cc1)S(=O)(=O)c1ccc(C)cc1
?	-0.3	19.4%	?	-10.3%	-12.7%	13.9%	56.2µM*	-25.8%	COc1ccc2c(c1)C=C([C@@H]1C[C@H]3CN(c4ccccc4)C(=O)[C@]34CCCN14)CO2
